Screens (PubChem)
Pol eta inh = qHTS for Inhibitors of Polymerase Eta. DNA polymerase eta (Homo sapiens), Q9Y253. recombinant Pol eta, fluorescent DNA replication assay. Potency, µM (doses to about 114 µM), for inactives: at the highest dose activity change, negative = inhibition, most hits filed as inhibitors. 390,000 compounds, 1.2% hits. AID 588591, 2011; active means well fitted inhibition curve with a large enough effect; inconclusive means small, poorly fitted or top-dose-only effect, or another doubt; inactive means no such curve, though single readings can be large or run the other way
Target sequence (Q9Y253 whole entry, looked up): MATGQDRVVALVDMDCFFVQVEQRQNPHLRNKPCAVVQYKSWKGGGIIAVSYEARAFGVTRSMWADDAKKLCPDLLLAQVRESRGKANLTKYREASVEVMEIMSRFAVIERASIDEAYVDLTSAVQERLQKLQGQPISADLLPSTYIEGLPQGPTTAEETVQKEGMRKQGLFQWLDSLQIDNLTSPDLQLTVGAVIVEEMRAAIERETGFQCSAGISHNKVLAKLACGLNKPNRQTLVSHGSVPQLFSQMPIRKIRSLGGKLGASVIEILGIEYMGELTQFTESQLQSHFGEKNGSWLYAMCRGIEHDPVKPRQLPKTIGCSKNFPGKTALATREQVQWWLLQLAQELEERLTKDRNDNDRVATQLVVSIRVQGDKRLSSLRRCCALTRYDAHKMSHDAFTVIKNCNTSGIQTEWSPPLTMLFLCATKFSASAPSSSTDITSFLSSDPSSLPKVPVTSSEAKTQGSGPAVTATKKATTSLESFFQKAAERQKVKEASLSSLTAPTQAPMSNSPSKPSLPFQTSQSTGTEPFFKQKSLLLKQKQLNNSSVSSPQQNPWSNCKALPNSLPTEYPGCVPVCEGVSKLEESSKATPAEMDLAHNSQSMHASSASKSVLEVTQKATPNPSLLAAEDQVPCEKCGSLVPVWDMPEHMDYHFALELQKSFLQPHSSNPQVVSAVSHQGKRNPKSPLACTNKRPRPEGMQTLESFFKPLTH
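Pol eta (10 nM) was preincubated with compounds for 15 min at room temperature, after which fluorescent replication substrate (50 nM final) was added to start the reaction. Fluorescence was read kinetically at 0 and 10 min.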
Starred values were filed as active, the others as inactive; u = inconclusive. On the % scale 0 is the no-effect control and ±100 the full control effect; potency means the concentration at half of the fitted maximal effect. This is a subset, so the mix of outcomes need not match the whole.

| Pol eta inh | canonical_smiles |
| --- | --- |
| -6% | O=C(Nc1cc(C(F)(F)F)ccc1N1CCCC1)C1CC(=O)N(Cc2ccccc2)C1 (stereo not drawn) |
| -28% | CCCCCCN1C[C@@H](O)[C@H](n2cc(C3CC3)nn2)C[C@@H]1c1ccc(C)cc1 |
| u | COc1cc(OC)cc(C(=O)Nc2cccc(NC(=O)c3cccs3)c2)c1 |
| -10% | C[C@@H]1CCCCO[C@H](CN(C)C(=O)Nc2ccc(F)cc2)[C@@H](C)CN([C@H](C)CO)C(=O)c2cc(NC(=O)c3ccccc3)ccc2O1 |
| -18% | COc1ccc(CSc2ccc(S(=O)(=O)N3CCCC3)cn2)cc1F |
| 10µM* | CCOc1cc(/C=N/NC(=O)c2nnn(-c3nonc3N)c2C)ccc1OCc1ccc(C)cc1 |
| -14% | COCC(=O)Oc1cc(-c2ccc(C)cc2C)c(OC(=O)COC)c(-c2ccc(C)cc2C)c1 |
| -5% | COc1ccc(N=C2SCC(=O)N2C)cc1 |
| -7% | COC(=O)c1c(NC(=O)C2COc3ccccc3O2)sc2c1CCN(C(=O)OC)C2 (stereo not drawn) |
| -1% | C[C@@H]1CN([C@@H](C)CO)S(=O)(=O)c2ccc(Br)cc2O[C@@H]1CN(C)C(=O)NC1CCCCC1 |
| -1% | CCCC(=O)Nc1nnc(SCC(=O)Nc2ccc(OCC)cc2)s1 |
| -18% | Cc1ccc(S(=O)(=O)N(C)C)cc1NC(=O)COC(=O)c1cccs1 |
| 1% | CC1(C)CC(=O)C=C(c2n[nH]nc2-c2ccccc2)C1 |
| -12% | Cc1noc(C)c1CSCC(=O)OCC(=O)Nc1ccc(OC(F)(F)F)cc1 |
| -20% | C[C@@H]1Cn2cnc(C(=O)N[C@@H](C)C(=O)OC(C)(C)C)c2C(=O)N1 |
| -6% | O=C1NC(Cc2ccccc2)c2nc3cc(F)c(F)cc3c(=O)n2-c2ncccc21 (stereo not drawn) |
| -2% | COc1ccccc1N1CCN(C2CCCN(C(=O)c3cc(C(C)C)on3)C2)CC1 (stereo not drawn) |
| -4% | C[C@@H]1CN([C@@H](C)CO)C(=O)c2cc(-c3ccccc3F)cnc2O[C@H]1CN(C)Cc1cccc(F)c1 |
| u | COc1ccc(S(=O)(=O)Nc2ccc3c(c2)C(=O)N([C@H](C)CO)C[C@H](C)[C@@H](CN(C)C(=O)Nc2ccc(C(F)(F)F)cc2)OCCCC[C@H](C)O3)cc1 |
| -3% | O=C(CSc1nnc(-c2c[nH]c3ccccc23)n1C1CC1)NC1CCS(=O)(=O)C1 (stereo not drawn) |
| 4% | CCN(CC(=O)Nc1cccc(F)c1)CC(=O)Nc1ccc2c(c1)OCCO2 |
| -1% | O=C(CCNC(=O)c1ccccc1Cl)Nc1ccc2c(c1)OCCO2 |
| -16% | N#CC(CC(=O)OCc1ccccc1)NC(=O)OCc1ccccc1 (stereo not drawn) |
| -1% | COC(=O)c1ccc(-c2nc(CN3CCN(C(=O)c4ccco4)CC3)c(C)o2)cc1 |
| -12% | C[C@H]1CN([C@@H](C)CO)S(=O)(=O)c2ccc(C#CC3(O)CCCC3)cc2O[C@@H]1CN(C)C(=O)Cc1cccnc1 |
| -6% | O[C@@H]1C[C@H](c2ccc(Cl)cc2)N(CC2CCCCC2)C[C@H]1n1cc(C2CC2)nn1 |
| 0% | CC1CCCCC1NC(=O)CSc1nnc(C(F)(F)F)n1C (stereo not drawn) |
| -17% | CCCCCCn1c(=O)n2n(c1=O)[C@@H]1CN(S(=O)(=O)c3ccc(C)cc3)C[C@]1(O)[C@@H](OC(=O)NCc1ccc(OC)c(OC)c1)C2 |
| -23% | CCCCN1CC(COCc2ccccc2)Oc2cccc(OCc3ccc(OC)cc3)c2S1(=O)=O (stereo not drawn) |
| -1% | CCCCCC(=O)N1C[C@@H](O)[C@H](n2cc(C3CC3)nn2)C[C@@H]1c1ccc(OC)cc1 |
| -16% | COc1cccc(-c2nc(CN3CCN(C(=O)c4ccco4)CC3)c(C)o2)c1OC |
| -13% | COc1cc(OC)c(C(=O)c2ccccc2[N+](=O)[O-])c(OC)c1 |
| -5% | CCOc1ccccc1C(=O)NCC(=O)N(C)CC(=O)Nc1ccc(N2CCOCC2)cc1 |
| -13% | CC1=C(C(=O)N2CCOCC2)CC(CC(=O)NCc2cccs2)C(=O)N1Cc1ccc(C(C)(C)C)cc1 (stereo not drawn) |
| u | CCN1C(=O)[C@H]2[C@@H](c3ccc(C)cc3)N[C@]3(CCCN(Cc4ccc(C)cc4)C3=O)[C@H]2C1=O |
| -21% | COc1cccc(S(=O)(=O)N(C)C[C@@H]2Oc3cc(Br)ccc3S(=O)(=O)N([C@@H](C)CO)C[C@@H]2C)c1 |
| -7% | CCN(CC)C(=O)C1=C(C)N(CCC2=CCCCC2)C(=O)C(CC(=O)NCc2ccco2)C1 (stereo not drawn) |
| -7% | Cc1ccccc1-c1cnc2c(c1)C(=O)N([C@@H](C)CO)C[C@@H](C)[C@H](CN(C)Cc1ccccc1F)O2 |
| -18% | COc1ccc(CN2C(=O)C(CC(=O)NC(c3ccccc3)c3ccccc3)CC(C(=O)N(C(C)C)C(C)C)=C2C)cc1 (stereo not drawn) |
| -19% | CCOc1ccccc1C(=O)NC(C(=O)OCn1nnc2ccccc2c1=O)C(C)C (stereo not drawn) |
| 0% | COC(=O)c1cccc(-n2c(C)cc(/C=C3\SC(=O)NC3=O)c2C)c1 |
| -6% | O=C(COC(=O)Cc1ccc(Br)cc1)NCc1ccccc1 |
| -7% | O=C(CN(c1ccccc1Cl)S(=O)(=O)c1ccccc1)NC1CC2CCC1C2 (stereo not drawn) |
| -11% | CCC(C)c1ccc(O)c(NC(=S)NC(=O)c2cccs2)c1 (stereo not drawn) |
| -1% | Cc1cc(C)cc(-n2nnc3ccccc3c2=O)c1 |
| -2% | Cc1c(C#N)c2n(c1C)CCCC(=O)N2 |
| -20% | C[C@@H]1CN([C@H](C)CO)S(=O)(=O)c2ccc(Br)cc2O[C@@H]1CN(C)Cc1ccc(C(=O)O)cc1 |
| u | COc1cc(/C=C/c2nc3ccccc3c(=O)[nH]2)ccc1O |

Filtered by structure, the entries above containing a Cl atom.
| Pol eta inh | canonical_smiles |
| --- | --- |
| -1% | O=C(CCNC(=O)c1ccccc1Cl)Nc1ccc2c(c1)OCCO2 |
| -6% | O[C@@H]1C[C@H](c2ccc(Cl)cc2)N(CC2CCCCC2)C[C@H]1n1cc(C2CC2)nn1 |
| -7% | O=C(CN(c1ccccc1Cl)S(=O)(=O)c1ccccc1)NC1CC2CCC1C2 (stereo not drawn) |

Later entries.
| Pol eta inh | canonical_smiles |
| --- | --- |
| u | CCOC(=O)Nc1cc(OC)cc2ccc(C)nc12 |
| -19% | CNc1ccccc1C(=O)OCC(=O)N1CCc2ccccc2C1 |
| -12% | O=C(c1ccc(CNS(=O)(=O)c2ccc(F)cc2)cc1)N1CCCCCC1 |
| -15% | COc1ccccc1S(=O)(=O)N(C)C[C@H]1Oc2cc(C#CCC3CCCC3)ccc2S(=O)(=O)N([C@H](C)CO)C[C@H]1C |
| -12% | N#CCCN(C(=O)Nc1ccc(Cl)c(Cl)c1)C1CCCCC1 |
| -1% | Cc1csc(CN(C)C(=O)CC2C(=O)NCCN2Cc2ccccc2C)n1 (stereo not drawn) |
| -12% | COc1ccc(N2C[C@H](Cc3ccccc3)[C@@H](CC(=O)Nc3ccccc3)C2=O)cc1 |
| -4% | C[C@H]1CN([C@@H](C)CO)C(=O)CCCn2cc(nn2)CO[C@@H]1CN(C)C(=O)Nc1ccnc(N2CCOCC2)c1 |
| -4% | COC(=O)CCC(=O)N1CCC(Oc2cccc(C(=O)NCc3ccccn3)c2)CC1 |
| -10% | COc1ccc(C(=O)NNC(=O)Cn2nc(C)cc2C)cc1S(=O)(=O)N1CCOCC1 |
| 2% | COc1ccccc1NC(=O)N(C)C[C@H]1Oc2ncc(C#CCN(C)C)cc2C(=O)N([C@H](C)CO)C[C@H]1C |
| -14% | CCc1c(O)nc(SCC(=O)Nc2c(C)cccc2C)n(-c2ccc(F)cc2)c1=O |
| -9% | COc1cc(NC(=O)CSc2nc3[nH]ncc3c(=O)n2-c2ccccc2)cc(OC)c1OC |
| -9% | CCOc1ccc(S(=O)(=O)N2CCCC2)c2ccccc12 |
| -23% | CC(NC(=O)c1ccc2nc(Cc3cccc(Cl)c3)oc2c1)c1ccncn1 (stereo not drawn) |
| -10% | CN1CCN(c2ccc3sc(-n4ccc5ccccc54)nc3c2)CC1 |
| -13% | Cc1ccc(CNS(=O)(=O)c2ccc(Cl)s2)cc1 |
| -9% | CC1(C)CC(=O)C=C(c2ccc(-c3ccc(OC(F)(F)F)cc3)cc2)C1=O |
| -2% | CC1(C)CC(Cc2ccc(Cl)nc2)N(C(=O)OC(C)(C)C)C1 (stereo not drawn) |
| -20% | Cc1ccnc(NC(=O)CCNC(=O)c2ccc(Br)cc2)c1 |
| -5% | C[C@H]1CN([C@@H](C)CO)C(=O)CCCn2nncc2CO[C@@H]1CN(C)S(=O)(=O)c1cccc(F)c1 |
| -16% | C[C@@H]1c2ccccc2N2C[C@H](Cc3ccc(C(=O)c4ccccc4)cc3)C[C@@H]12 |
| -15% | COC(=O)C1=C/C=C\CN(C(c2ccccc2)c2ccccc2)/C=C\1C(=O)OC |
| -10% | COc1ccc(CN(C(C)=O)c2cc(C)c([N+](=O)[O-])cc2OC)cc1OC |
| -9% | O=C(CSc1ccccn1)NC1CCCc2c1cnn2-c1ccccc1F (stereo not drawn) |
| -16% | COCC1CCN(Cc2c(C(=O)N3CCOCC3)nc3c(C)cccn23)C1 (stereo not drawn) |
| -3% | O=C1Nc2cc(C(=O)N3CCOCC3)ccc2S/C1=C/c1ccccc1F |
| -21% | COc1ccccc1N(CC(=O)N1CCN(Cc2ccccc2)CC1)S(=O)(=O)c1ccccc1 |
| -6% | CNC(=O)C[C@H]1C(=O)N(c2ccc(OC)cc2)C[C@@H]1Cc1ccccc1 |
| -14% | C[C@H]1CN([C@@H](C)CO)C(=O)CCCn2cc(nn2)CO[C@@H]1CN(C)C(=O)Nc1ccccc1F |
| -5% | Cc1ccc(NC(=O)COC(=O)Cc2c[nH]c3ccccc23)cc1 |
| -18% | O=C(c1cccs1)N1C[C@H](O)[C@@H](n2cc(-c3ccc(F)cc3)nn2)C[C@@H]1c1ccccc1 |
| -6% | CC(=O)N1CC2(CC(c3ccccc3F)=NO2)CN1c1ccc(Cl)cc1 (stereo not drawn) |
| -5% | CC1(C)CC(=O)C=C(c2n[nH]nc2C2CC2)C1 |
| -24% | CC1(C)CC(=O)C=C(c2ccc(COC(=O)Cc3ccccc3)cc2)C1=O |
| -18% | C[C@H]1CN([C@@H](C)CO)S(=O)(=O)c2ccc(Br)cc2O[C@H]1CN(C)C(=O)c1cccc(F)c1 |
| -9% | Cc1nc2n[nH]c(N)c2nc1C |
| -3% | CC(C)OC(=O)N(C)C[C@H]1OCc2cn(nn2)CCCC(=O)N([C@H](C)CO)C[C@@H]1C |
| -11% | CCN(CCc1ccccc1)c1ccc2c(c1)C1CC2CCN1Cc1ccccc1 (stereo not drawn) |
| -17% | CCCCN1C(=O)C(CC(=O)NCC2CCCCC2)CC(C(=O)N(C(C)C)C(C)C)=C1C (stereo not drawn) |
| -7% | COc1ccccc1N1CCN(c2ccc3c(c2)S(=O)(=O)c2cccc(C(=O)NCc4cccc(F)c4)c2C3=O)CC1 |
| -13% | C[C@H]1CN([C@@H](C)CO)S(=O)(=O)c2ccc(-c3ccccc3)cc2O[C@H]1CN(C)C(=O)C1CCC1 |
| -4% | O=C(O)C1C2CCC1C(O)C2 (stereo not drawn) |
| -11% | CCN1C(=O)[C@H]2[C@@H](c3ccc(C(F)(F)F)cc3)N[C@]3(CCCN(Cc4ccc(C)cc4)C3=O)[C@H]2C1=O |
| -4% | COc1ccc(-c2noc(CCC(=O)Nc3cccc(C(=O)NC4CC4)c3)n2)cc1OC |
| -7% | COCCNC(=O)c1ccc(N2CC3CC(C2)c2cccc(=O)n2C3)c(NC(=O)c2ccccc2Cl)c1 (stereo not drawn) |
| -16% | C[C@@H]1CN([C@@H](C)CO)C(=O)c2cc(C#Cc3cccc(F)c3)cnc2O[C@@H]1CN(C)CC1CCOCC1 |
| -5% | CC(C)CC#Cc1ccc2c(c1)O[C@H](CN(C)C(=O)Cc1ccncc1)[C@H](C)CN([C@H](C)CO)S2(=O)=O |

Three compounds from above, arranged by molar mass, lowest first.
| Pol eta inh | canonical_smiles |
| --- | --- |
| -9% | Cc1nc2n[nH]c(N)c2nc1C |
| -3% | CC(C)OC(=O)N(C)C[C@H]1OCc2cn(nn2)CCCC(=O)N([C@H](C)CO)C[C@@H]1C |
| -7% | COc1ccccc1N1CCN(c2ccc3c(c2)S(=O)(=O)c2cccc(C(=O)NCc4cccc(F)c4)c2C3=O)CC1 |

Further results:
| Pol eta inh | canonical_smiles |
| --- | --- |
| -8% | CC(C)CC1C(=O)N(Cc2cn(Cc3ccco3)nn2)CCS(=O)(=O)N1Cc1ccc(-c2ccncc2)cc1 (stereo not drawn) |
| -9% | COc1ccc(-c2cc3nc(C)cc(N4CCN(C(=O)c5cccnc5)CC4)n3n2)cc1 |
| -10% | Nc1c(OS(=O)(=O)c2ccccc2)cccc1OS(=O)(=O)c1ccccc1 |
| -14% | CCn1c(SCC(=O)N2CCCC2=O)nc2ccccc21 |
| -13% | N#CC1c2ccccc2-c2ccccc2N1C(=O)c1ccccc1 (stereo not drawn) |
| -8% | Cc1ccc(C(=O)N[C@H](C(=O)N2CCN(c3ncccn3)CC2)C(C)C)cc1 |
| -10% | COc1cc(C(=O)NC2CC(C)CC(C)(C)C2)cc(OC)c1OC (stereo not drawn) |
| -22% | CCCN(C)C[C@@H]1Oc2ncc(Br)cc2C(=O)N([C@@H](C)CO)C[C@H]1C |

With a hit mark in Pol eta inh (from the list above):
| Pol eta inh | canonical_smiles |
| --- | --- |
| 10µM* | CCOc1cc(/C=N/NC(=O)c2nnn(-c3nonc3N)c2C)ccc1OCc1ccc(C)cc1 |
